GalR3 antag: GalR3 antagonists in HEK293 cells, primary screen, cell-based, fluorescence readout; HEK293 GalR3-CNG cAMP membrane potential fluorescence; galR3 body fused to GalR1 C-terminus; AID 651719, 2012; inhibition, % at 3 µM; Galanin receptor type 3 (Homo sapiens), O60755; 360,000 tested, 0.44% active;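 active = inhibition above the screen-wide average plus 3 SD, cut at about 13% in these data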;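 also: forskolin and galanin both at EC90 stimulate the cells; cAMP rise reported by CNG channel membrane potential dye signal; 0% = forskolin plus galanin with DMSO and 100% = forskolin alone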
GPR7 antag: GPR7 receptor antagonists, primary screen, cell-based, fluorescence, single concentration; Neuropeptides B/W receptor type 1 (Homo sapiens), P48145; GPR7-expressing cells, fluorescence antagonist assay; inhibition, % at 4.4 µM; 290,000 tested, 1.1% active; AID 1861, 2009; in the data active = inhibition above about 16%, passing the limit was not always enough;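 also: cells stimulated with the agonist NPW; 0% = agonist with vehicle and 100% = vehicle without agonist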
Target sequence (P48145 whole entry, looked up): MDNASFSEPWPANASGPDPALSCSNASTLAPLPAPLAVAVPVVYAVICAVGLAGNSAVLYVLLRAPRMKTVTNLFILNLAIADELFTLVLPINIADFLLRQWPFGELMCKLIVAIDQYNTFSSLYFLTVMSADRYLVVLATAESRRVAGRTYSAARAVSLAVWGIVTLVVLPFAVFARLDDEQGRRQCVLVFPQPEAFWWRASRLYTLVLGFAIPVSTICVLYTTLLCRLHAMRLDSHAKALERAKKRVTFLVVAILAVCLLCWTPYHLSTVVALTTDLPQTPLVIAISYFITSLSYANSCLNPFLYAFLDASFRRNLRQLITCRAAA
MEKK2 WT-MEK5: modulators of MEK5 binding to wildtype MEKK2, primary screen, biochemical, multiplex bead flow cytometry, Alexa488-MEK5; Mitogen-activated protein kinase kinase kinase 2 (Homo sapiens), Q9Y2U5; Alexa488-MEK5 binding to MEKK2 WT; actives lie on both sides; binding response (% of control), % at 10 µM; 290,000 tested, 1.1% active; AID 1531, 2009; in the data active = binding response below about 67% or above about 130%
NALP1 inh: NALP1 inflammasome inhibitors in reconstituted yeast, colorimetric, S. cerevisiae, triplicate retest. S. cerevisiae NALP1/ASC/caspase-1 growth, X-gal OD620, 72 h. 280,000 tested, 0.61% active. AID 2071, 2009. inhibition, % at 10 µM; in the data active = inhibition mostly above about 24%, no sharp cut-off; inactive = mostly below about 32%; also: some compounds called inactive have numbers as strong as hits
V1R ag counter: agonists of human V1a receptor, primary screen, counter-screen for OXTR agonist project, fluorescence, CHO-V1R cells; 320,000 tested, 0.25% active; Fluo-8 calcium fluorescence, agonist mode; 0% DMSO, 100% 3 nM vasopressin; activation, % at 3 µM; Vasopressin V1a receptor (Homo sapiens), P37288;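 active = activation above the mean activation of all tested compounds plus 3 SD, per screening run, cut at about 20% in these data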;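 also: signal is peak over basal fluorescence ratio across a 100 second FLIPR read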
Target sequence (P37288 whole entry, looked up): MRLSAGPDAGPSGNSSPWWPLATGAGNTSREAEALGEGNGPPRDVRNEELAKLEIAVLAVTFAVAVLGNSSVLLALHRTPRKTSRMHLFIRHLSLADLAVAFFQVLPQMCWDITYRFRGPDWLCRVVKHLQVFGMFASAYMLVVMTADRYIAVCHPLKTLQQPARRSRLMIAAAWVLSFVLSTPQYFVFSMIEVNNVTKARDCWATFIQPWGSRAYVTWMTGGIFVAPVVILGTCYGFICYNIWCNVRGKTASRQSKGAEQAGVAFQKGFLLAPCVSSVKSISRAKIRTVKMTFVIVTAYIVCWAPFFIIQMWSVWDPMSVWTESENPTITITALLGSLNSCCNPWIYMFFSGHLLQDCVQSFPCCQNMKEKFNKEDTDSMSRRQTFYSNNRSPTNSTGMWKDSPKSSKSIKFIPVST
OXTR ag: human OXTR agonists, primary screen, fluorescence, CHO-OTR cells, Fluo-8 calcium; 320,000 tested, 0.32% active; activation, % at 3 µM; Oxytocin receptor (Homo sapiens), P30559; Fluo-8 calcium fluorescence; normalized: DMSO 0%, oxytocin 100%; AID 2435, 2010;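 active = activation above the mean of all tested compounds plus 3 SD, cutoff set per screening run, cut at about 20% in these data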;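 also: peak over basal fluorescence ratio from a 100 s FLIPR kinetic read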
PHOSPHO1 block: PubChem AID 1565 | Phosphoethanolamine/phosphocholine phosphatase (Homo sapiens), Q8TCT1 | recombinant PHOSPHO1, absorbance phosphatase assay | inhibition, % at 13.3 µM | 290,000 tested, 1.1% active; in the data active = inhibition above about 60%
Target sequence (Q8TCT1 whole entry, looked up): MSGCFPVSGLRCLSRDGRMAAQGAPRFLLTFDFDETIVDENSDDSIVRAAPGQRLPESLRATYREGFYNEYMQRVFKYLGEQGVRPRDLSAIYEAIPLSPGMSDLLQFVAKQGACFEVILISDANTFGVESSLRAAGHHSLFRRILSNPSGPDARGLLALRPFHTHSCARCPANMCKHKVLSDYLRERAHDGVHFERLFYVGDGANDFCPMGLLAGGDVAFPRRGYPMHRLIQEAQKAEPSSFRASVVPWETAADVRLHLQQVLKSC
MEKK2mut PB1 HTS: MEK5 binding signal on mutant MEKK2 PB1, primary screen, biochemical, multiplex bead flow cytometry, Alexa488-MEK5; 290,000 tested, 0.35% active; Alexa488-MEK5 binding to MEKK2 mutant; percent response, % at 10 µM; in the data active = percent response above about 24%, passing the limit was not always enough; also: inactives centre near 1; some results filed as inactive read as strong as hits; reference of the scale not given here
MEKK3 PB1 HTS: modulators of MEKK3-MEK5 PB1 binding, primary screen, biochemical, wildtype MEKK3, multiplex bead flow cytometry, Alexa488-MEK5; Mitogen-activated protein kinase kinase kinase 3 (Homo sapiens), Q99759; bead-based flow cytometry, Alexa488-MEK5 binding to MEKK3; actives lie on both sides; 0 = blocked by unlabeled MEK5, 100 = vehicle; binding response (% of control), % at 10 µM; 290,000 tested, 1.4% active;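 active = binding response more than 3 SD above or below the average of its plate-row segment, actives on both sides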;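 also: Alexa488 bead fluorescence after subtracting the streptavidin-only scavenger bead signal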
* hit, by the source's call; . = not tested or not shown; & = joins results of further samples.

SMILES	GalR3 antag	GPR7 antag	MEKK2 WT-MEK5	NALP1 inh	V1R ag counter	OXTR ag	PHOSPHO1 block	MEKK2mut PB1 HTS	MEKK3 PB1 HTS
COc1cc(NC(=S)NCc2ccc(S(N)(=O)=O)cc2)cc(OC)c1	-4	-8	95	8	1.2	0.1	56	-7	96
CCOc1ccccc1-n1nnnc1SCC(=O)Nc1cc(C)on1	-6	0	100	13	-0.3	-0.4	62*	3	104
CCOC(=O)CNC(=O)c1ccc(OCC(F)(F)F)cc1	-3	-2	102	5	-0.4	0.3	36	3	109
CCc1ccc(-c2cc(C(=O)Nc3c(C)n(C)n(-c4ccccc4)c3=O)c3ccccc3n2)s1	.	-7	84	11	-1.1	-1.6	24	-6	85
Cc1nnc(SCC(=O)NC(C)(C)C)n1NCc1ccc(Cl)cc1	1	5	94	-5	-0.5	1.1	37	-7	101
COC(=O)[C@@H]1C[C@@]2(O)[C@@H](O)[C@@H](O)[C@@H](O)C[C@H]2N1Cc1ccc(-c2ccccc2)cc1	-7	.	96	.	0.4	15	18	6	107
Cc1ccc(C)c(-n2nnnc2SCC(=O)NNC(=O)c2ccco2)c1	-5	-3	93	-7	0.7	0.2	35	-2	101
COc1ccc(CNC(=O)Cn2nnc3ccccc3c2=O)cc1	-5	-6	93	.	-0.1	0.0	42	-5	100
N#CC1=C(S)N(c2ccc(F)cc2)C(c2cccs2)NC1=O (configuration not stated)	0	-3	107	-5	.	.	33	2	106
Cc1cc(CSc2ccccc2)ccc1NC(=O)COc1ccccc1C	-3	8	117	23	1.4	1.7	3	16	107
COc1ccc(/C=c2\s/c(=C/C(=O)c3ccc(C)cc3)[nH]c2=O)c(OC)c1	-3	2	103	12	10	12	3	1	127
CC1CCN(CCCNC(=O)c2ccc(N3CCCC3=O)cc2)CC1	-1	-7	101	11	0.3	0.8	64*	2	97
COC(=O)C1=CN(c2ccc(F)cc2)C=C(C(=O)OC)C1c1ccc(O)cc1	-11	-1	101	24	-0.3	-0.9	7	5	104
CCCn1nnnc1SCC(=O)Nc1ccc(F)cc1	-2	-2	114	7	1.0	-0.3	-3	6	109
COc1ccccc1CNc1ncnc2sccc12	76*	2	96	-2	7.2	7.8	7	-1	100
CCOC(=O)c1cnc(-n2nc(C)cc2C)nc1NNc1cc(-c2ccccc2)nc(C)n1	.	-2	97	-8	1.2	1.5	-19	0	101
Cc1ccc(C(=O)N(Cc2ccc3c(c2)OCO3)Cc2nc3ccccc3c(=O)[nH]2)cc1	-1	-7	91	-6	-1.8	-1.8	2	-3	97
COc1cc2ncnc(NCc3cccc(F)c3F)c2cc1OC	-9	-8	108	9	6.2	1.1	10	8	103
O=C(NC(=S)Nc1ccccc1N1CCOCC1)c1sc2ccccc2c1Cl	-3	-8	96	40	-0.7	0.0	7	0	91
C/C=C/c1ccc(OC(C)=O)c(OC)c1	-4	0	103	15	-0.6	-1.1	-4	3	97
Cc1cc(C)cc(-n2c(N)c(C(=O)Nc3c(C)n(C)n(-c4ccccc4)c3=O)c3nc4ccccc4nc32)c1	2	-8	84	17	-1.0	-1.1	1	-1	111
O=C(CCCn1cncn1)N1CCCC(N2CCN(c3ccccc3F)CC2)C1 (configuration not stated)	1	-12	100	14	0.6	1.2	22	1	100
NC(=O)CSc1nnc(-c2cc(-c3ccc(Cl)cc3)nc3ccccc23)o1	-4	-10	83	-13	0.3	-0.7	-25	-14	85
COc1cccc(C(=O)Nc2ccc(NC(C)=O)cc2)c1	-4	-3	91	12	-0.1	-0.1	18	-5	91
O=C(Nc1ccc(C(=O)O)cc1)/C(=C\c1ccc2c(c1)OCO2)NC(=O)c1ccccc1	-1	-3	94	-7	-0.4	0.8	9	-9	105
COCCN=c1scc(C)n1/N=C/C1CC2C=CC1C2 (configuration not stated)	-6	-3	102	2	-0.6	-1.1	15	1	98
CCC(Cc1ccccc1)NC(=O)c1ccc2nc(N3CCOCC3)sc2c1 (configuration not stated)	4	-5	95	17	0.0	-1.7	31	-1	96
CSc1nc2ccccc2cc1/C=C(\C#N)c1ccccc1	-2	-10	97	22	-0.2	-1.5	50	-5	96
O=C1NC(CCc2ccccc2)C(=O)N1Cc1ccc(Br)cc1 (configuration not stated)	-6	-2	92	14	1.0	-0.1	27	-6	96
Cc1cc(C(=O)N2CCN(C(=O)C3CCCO3)CC2)no1 (configuration not stated)	-3	-12	100	.	0.8	0.3	22	1	97
CCOC(=O)COc1ccc(S(=O)(=O)NCC2CCCO2)cc1 (configuration not stated)	-5	-5	100	1	0.3	-0.4	197*	4	103
COc1cc(Cn2c(-c3nonc3N)nc3ccccc32)ccc1C	-8	-4	99	-5	-0.1	0.8	4	2	104
O=C(C[n+]1cc(-c2ccc(Cl)c(Cl)c2)n2c1CCC2)N1c2ccccc2Sc2ccccc21	-3	-8	221*	10	1.3	-0.9	-6	55*	97
COc1ccc(OCC(=O)N(Cc2ccco2)C2CCS(=O)(=O)C2)cc1 (configuration not stated)	-4	5	98	12	-0.3	0.0	15	4	99
CCOc1ccccc1Nc1nc(N2CCCC2)nc(N2CCOCC2)n1	-4	.	100	.	-0.6	-0.9	.	2	106
CCOC(=O)c1cc2cc(OC)ccc2[nH]1	1	-13	102	22	1.8	3.5	11	8	101
CCc1c(C)[nH]c2ccc(OC)cc2c1=S	-3	-15	92	1	.	.	-43	-4	101
CCSc1n[nH]c(=S)s1	-4	-7	88	5	0.9	5.4	44	-10	98
Clc1cccc(CN2CCN(c3ncccn3)CC2)c1Cl	-8	-18	104	-19	-0.9	-1.6	.	4	100
COc1ccc(-c2cn(-c3ccc(C)cc3)c(=O)n2CC(=O)Nc2ccc(OC)cc2OC)cc1	-3	-3	104	11	0.2	-1.7	3	0	106
Cc1cc(C(=O)Nc2sc3c(c2C#N)CCCCC3)cs1	.	-4	95	3	-0.1	-0.8	-31	-5	96
Brc1ccc(-c2nc(-c3ccncc3)no2)o1	-2	-12	93	-1	0.0	-0.2	-14	-4	98
Cc1ccc(NC(=O)O/N=C/c2ccc(N(C)C)cc2)cc1	-11	-7	103	-35	-0.3	-2.6	29	3	103
CN=Cc1cc(-c2ccccc2)sc1O	-4	-5	101	38	0.2	0.2	45	3	96
C/C(=N/OC(=O)c1ccccc1Br)c1ccc(C)cc1	-9	30	99	18	0.4	-1.1	-17	2	99
CCCS(=O)(=O)N1CCc2ccc(NC(=O)c3ccccc3Cl)cc2C1	-9	-5	105	21	0.6	0.1	8	6	106
Cc1ccc(NC(=O)N2CCCC2C(=O)Nc2ccc3c(c2)OCO3)cc1 (configuration not stated)	-10	-14	106	2	-1.1	-0.5	30	11	105
COc1ccc(OC)c(-c2csc(NC(=O)CSc3ccc(Br)cc3)n2)c1	-4	-1	127	10	0.2	-1.0	-6	18	114
COc1cc2c(cc1OC)/C(=C/C(=O)N1CCOCC1)NC(C)(C)C2	1	-7	105	-13	0.6	-1.8	22	8	103
C=CCn1c(SCCCC)nc(O)cc1=O	2&-5	-14&-2	102&98	4&-9	2.6&2.1	33*	12&12	-2&4	98&102
O=C(NCc1ccc(Cl)cc1)C1=Cc2cc(Cl)ccc2OC1	-7	-8	106	35	3.0	-0.1	-15	5	107
CSc1ccccc1C(=O)Nc1cccc([N+](=O)[O-])c1C	-2	-9	89	5	0.3	-0.2	34	-7	95
Cc1ccc(S(=O)(=O)N2CCN(C(=O)CN3CCOCC3)C2C(C)C)cc1 (configuration not stated)	-3	-5	96	7	-0.3	0.0	-6	-4	97
CN(CC(=O)N1CCc2ccccc21)S(=O)(=O)c1ccc(Cl)cc1	-3	-14	102	.	-1.2	-2.0	13	1	100
COc1cc(OC)cc(-c2cc3nc(C)c(CCC(=O)NC(C)CCc4ccco4)c(C)n3n2)c1 (configuration not stated)	-3	-2	103	24	-0.6	-1.8	7	-2	105
COc1ccc(OC)c(C2N(c3ccccn3)C(=O)C3CCCN32)c1 (configuration not stated)	-2	1	103	-14	0.1	-0.1	9	-1	99
COc1ccnc(Oc2ccccc2)c1C(=O)N/C=N/OCc1ccc(F)cc1Cl	-8	-2	84	24	5.5	6.5	42	-9	83
Cc1onc(-c2ccccc2Cl)c1C(=O)NC(=S)Nc1ccc(C(C)C)cc1	-3	0	71	-7	0.7	-0.6	-6	-31	78
C/C(CC(=O)Nc1ccccc1Br)=N\NC(=O)C(=O)N1CCCC1	5	-5	100	29	-0.6	-2.5	3	2	100
CCOc1ccc(S(=O)(=O)N2CCC(C(=O)NCc3ccncc3)CC2)cc1C	-6	-6	94	23	-0.4	-0.1	47	-7	97
Continued:
SMILES	GalR3 antag	GPR7 antag	MEKK2 WT-MEK5	NALP1 inh	V1R ag counter	OXTR ag	PHOSPHO1 block	MEKK2mut PB1 HTS	MEKK3 PB1 HTS
CN(C(=O)c1cc2c(s1)-c1ccccc1S(=O)(=O)C2)c1ccccc1F	-7	2	85	.	0.7	-2.8	13	-23	84
Cc1ccc(-c2nnc(N3CCOCC3)c3ccccc23)cc1S(=O)(=O)NCc1cccnc1	-8	-11	104	2	-0.5	-0.9	42	4	103
Cc1cc(C)n2ncc(S(=O)(=O)c3ccccc3)c2n1	-7	-13	101	16	0.5	0.8	41	1	104
CCCCN(C)C(=O)CS(=O)(=O)Cc1nc(-c2cccc(OC)c2)oc1C	.	-1	107	20	-0.2	-0.6	2	2	99
CCN(CC)S(=O)(=O)c1ccc(NC(=O)Cn2c(=O)oc3ccccc32)cc1	-1	9	93	7	5.6	2.8	7	0	98
FC(F)(F)c1ccccc1/C=N/n1c(COc2ccccc2)n[nH]c1=S	-8	-4	97	-9	1.1	-2.8	-98	-7	97
COc1ccc(-c2cc(C(=O)Nc3sc4c(c3C#N)CCCC4)c3ccccc3n2)cc1	-1	-2	95	14	1.7	0.9	-22	-2	106
CCN(CC)c1ccc(/C=N/Nc2nc(C)cc(=O)[nH]2)c(O)c1	-6	-11	100	27	-0.4	-1.3	5	1	100
CCCc1nc2sc3c(=O)n(N)cnc3c2c2c1COC(C)(C)C2	.	-2	106	21	0.5	-0.4	-1	2	97
O=C(Oc1cccc(C(=S)N2CCOCC2)c1)c1ccc([N+](=O)[O-])cc1[N+](=O)[O-]	-2	15	99	0	3.2	2.3	8	0	100
Cc1cc(NC(=O)Cc2cccs2)nn1CC(=O)NCc1ccco1	4	-11	97	2	-0.1	-0.7	4	-1	94

3 records picked at random from those above, as already listed:
SMILES	GalR3 antag	GPR7 antag	MEKK2 WT-MEK5	NALP1 inh	V1R ag counter	OXTR ag	PHOSPHO1 block	MEKK2mut PB1 HTS	MEKK3 PB1 HTS
Cc1cc(NC(=O)Cc2cccs2)nn1CC(=O)NCc1ccco1	4	-11	97	2	-0.1	-0.7	4	-1	94
COc1ccc(-c2cc(C(=O)Nc3sc4c(c3C#N)CCCC4)c3ccccc3n2)cc1	-1	-2	95	14	1.7	0.9	-22	-2	106
CCCCN(C)C(=O)CS(=O)(=O)Cc1nc(-c2cccc(OC)c2)oc1C	.	-1	107	20	-0.2	-0.6	2	2	99
